Bioassay records: PubChem, several laboratories
bCat nuc transl – modulators of beta-catenin nuclear translocation, primary screen, imaging, HeLa cells, immunofluorescence, high-content | nuclear translocation activity, % at 5 µM | 190,000 compounds, 0.3% hits | AID 1665, 2009;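 active = nuclear translocation activity above 50% at 5 µM, with a well cell count of 50 or more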;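 note: per-cell ratio of nuclear to cytoplasmic median beta-catenin stain intensity; plate controls were DMSO negative control for no effect and GSK-3 inhibitor IX positive control for full effect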
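Signal – beta-catenin immunofluorescence imaging with DAPI · Test system – human HeLa cell line · Dosing – 5 µM primary single dose, 0.1% DMSO, 0.02–20 µM confirmation series · Measure – % activation, nuclear-to-cytoplasmic median beta-catenin signal ratio per cell · Incubation – 24 h compound exposure at 37°C, 5% CO2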
Insulin prom up – insulin promoter activators in MIN6 cells, imaging, high-content screening, mouse beta cells. MIN6 insulin promoter-GFP reporter; stronger effect = higher value. z-score at 5 µM. 190,000 compounds, 0.3% hits. AID 1625, 2009;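 active = z-score above 3 at 5 µM with at least 500 cells counted in the well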
Lipid droplet – inhibitors of hepatocyte lipid droplet formation, primary screen, imaging, high-throughput imaging, BODIPY stain; AML12 mouse hepatocytes, oleate lipid droplets; inhibition, % at 6.5 µM; 240,000 compounds, 0.4% hits;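 active = lipid droplet intensity inhibited by at least 50%, with more than 500 cells counted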
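Test system: AML12 hepatocytes (mouse); reagent: oleate loading, 100 µM; dosing: one dose, 6.5 µM compound; incubation: overnight exposure; signal: fluorescence imaging, 20x objective, two fields per well; read-out basis: % inhibition of corrected integrated BODIPY droplet signal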
PhoP inhibition – inhibitors of PhoP regulon expression, primary screen, Salmonella Typhimurium, GFP reporter (AID 1863). S. Typhimurium PhoP-regulated promoter GFP reporter, 4 h; higher % means a stronger effect. inhibition, % at 50 µM, or IC50 in µM where a hit was titrated. 300,000 compounds, 0.16% hits;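 active = inhibition over 29.93%, a cutoff 3 SD above the screen mean, later confirmed by dose response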;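 note: 0% = low Mg2+ inducing control and 100% = high Mg2+ repressing control; strong numbers were not always called active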
Dynein transport – inhibitors of GR-EGFP nuclear translocation, primary screen, dynein cargo transport inhibitor project, imaging, high-content, 3617.4 mouse cells | AID 1381, 2008 | test concentration mostly 20 µM; stimulated with dexamethasone, 1 µM; stronger effect = lower value | 220,000 compounds, 0.47% hits | z-score, hits read low;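 active = plate z-score of nuclear minus cytoplasmic receptor signal below a set negative limit, without overly bright fluorescence or cell loss, cut at about -3.5 in these data, passing the limit was not always enough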;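 note: z-score of nuclear minus cytoplasmic ring GR-EGFP intensity difference per well; some compounds called inactive have numbers as strong as hits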
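Buffer or medium: tet-free, stripped-serum medium; Also added: dexamethasone, 1.0 µM final; Technique: high-content fluorescence imaging after fixation; Times: 48 h induction, 1 h compound, 30 min dex at 37 °C; Read-out: per-cell GR-EGFP intensity, nucleus versus surrounding cytoplasmic ring, well-averaged.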
Autophagy mod – autophagy modulators in MEF cells, primary screen, imaging, high-content, MEF GFP-LC3 | MEF GFP-LC3 puncta imaging; test concentration mostly 10 µM | calls only at 10 µM (by protocol) | 190,000 compounds, 0.98% hits | AID 463193, 2010;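 active = percentage of spot-positive cells more than 3 SD above its plate mean, without a fluorescence outlier flag or 80% toxicity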;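 note: spot-positive cell cutoff set from DMSO-treated cells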
T cell modulator – modulators of CD8 T cell-vesicle binding, primary screen, mouse 2C CD8+ T cells, flow cytometry; calls only at 7 µM; 2C CD8+ T cell-vesicle binding; stronger effect = lower value; 330,000 compounds, 0.068% hits; AID 2052, 2009;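 active = response, share of CD8 T cells binding vesicles, and their 90th percentile fluorescence all below set limits, cut at about 80% in these data, passing the limit was not always enough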
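Assay system – 2C mouse CD8+ T cells · Also added – QL9-loaded Drosophila micro-vesicles · Timing – Cell–vesicle co-incubation 1.5 h at 37 °C, staining 20 min on ice · Signal – flow cytometry of vesicle-bound cells · Measure – percent CD8+ FL2 mean versus row control · Controls – Peptide-free naked vesicles (low) and QL9 vesicles with 0.7% DMSO vehicle (high)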
CSM14.1 death rescue – rescue of cells from ER stress-induced death, primary screen, 384-well, CSM14.1, thapsigargin, ATP luminescence (AID 1222); 190,000 tested, under 10 active; cellular ATP content (survival), % at 20 µM; hits with a dose series show EC50 in µM; CSM14.1 thapsigargin-induced death rescue, ATP luminescence; higher % means a stronger effect;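 active = EC50 below 50 µM in the dose-response confirmation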;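 note: death triggered by thapsigargin at about 15 µM added after 2 h compound pretreatment; cell ATP read after overnight thapsigargin exposure of roughly 18 to 22 hours; normalized against plate controls of thapsigargin alone and 5% DMSO vehicle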
MT stabilize HCS – microtubule stabilizers in HeLa cells, primary screen, imaging, high-content imaging. HeLa tubulin immunostaining HCS, 24 h; share of cells brighter than vehicle mean+2SD. % tubulin-high responders, % at 10 µM. 200,000 compounds, 0.83% hits. AID 2205, 2009;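 active = plate Z-score above 3 for both tubulin-high and condensed-nucleus cell shares, with cell loss under 80%, at 10 µM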;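 note: anti alpha tubulin signal scored within the nucleus-defined area of each cell; some results filed as inactive read as strong as hits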
Dynein transport cytoplasmic EGFP – recorded beside Dynein transport, whose call it bears; z-score; measured here: cytoplasmic GR-EGFP intensity; stronger effect = higher value
Dynein transport nuclear GR-EGFP – further read-out of Dynein transport, marked with its call; z-score; measured here: nuclear GR-EGFP intensity;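 lower value marks the stronger effect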
Dynein transport cell count – second read-out of Dynein transport, no call of its own (marks repeat the call); z-score; measured here: cell count per field
Insulin prom up cell count – further read-out of Insulin prom up, marked with its call; cell count; measured here: cytotoxicity, nuclei count;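 total cells summed across four imaged fields per well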
Lipid droplet cells 6.5 µM – further read-out of Lipid droplet, marked with its call; cell count; measured here: cell count, cytotoxicity flag;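 cells counted across two imaged fields per well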
bCat nuc transl cell count 5 µM – recorded beside bCat nuc transl, whose call it bears; cell count; measured here: cell count, cytotoxicity flag
T cell modulator vesicle-bound % – further read-out of T cell modulator, marked with its call; double positive events, %; measured here: CD8+ vesicle-bound cell fraction;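 binding gate set so that unloaded-vesicle control wells show 10% double positive cells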
MT stabilize HCS Hoechst-high % – also measured in MT stabilize HCS; calls as there; % Hoechst-high responders; measured here: nuclear condensation Hoechst responders;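 share of cells brighter than vehicle mean plus two SD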
MT stabilize HCS cytotoxicity % – recorded beside MT stabilize HCS, whose call it bears; toxicity, %; measured here: cytotoxicity by cell density;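 0% = mean cell density of plate MIN control wells and 100% = no cells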
Autophagy mod cell loss 18 h – also measured in Autophagy mod; calls as there; toxicity, %; measured here: cell loss, nuclei count;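 cell loss after 18 h compound exposure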
* = called active by the depositor; i = inactive; . = no result given; + = active, no number.

Under each structure: Autophagy mod cell loss 18 h	Insulin prom up cell count	T cell modulator	bCat nuc transl cell count 5 µM	Autophagy mod	CSM14.1 death rescue	MT stabilize HCS Hoechst-high %	MT stabilize HCS	Dynein transport cytoplasmic EGFP	Lipid droplet cells 6.5 µM	Insulin prom up	Dynein transport	Dynein transport cell count	Dynein transport nuclear GR-EGFP	Lipid droplet	MT stabilize HCS cytotoxicity %	T cell modulator vesicle-bound %	PhoP inhibition	bCat nuc transl
CN(c1ccccc1)S(=O)(=O)c1ccc(C(=O)OCC(=O)NCc2ccco2)cc1
  -8	1019	i	.	i	-0.9%	1.4	1.9	-0.17	729	-0.34	-0.54	0.24	0.1	0	8.7	45	2%	.
Cc1ccc(C(=O)NC2CCCCNC2=O)cc1C (stereo unspecified)
  .	.	i	1240	.	.	.	.	-0.16	752	.	-0.14	-0.27	-0.17	8	.	16	-10%	1.0
CC1SCC(NC(=O)c2cccc(Cl)c2)CS1 (stereo unspecified)
  .	1037	i	1329	.	.	.	.	-0.25	556	-0.04	-0.37	0.54	0.35	-39	.	22	.	-1.3
COc1ccc(NC(=O)CCC(=O)OCC(=O)c2ccc(Oc3ccc([N+](=O)[O-])cc3)cc2)cc1
  -8	1422	i	1065	i	-0.6%	2.3	5.8	-0.22	699	-0.32	-1.5	1.1	-0.57	8	6.2	50	-11%	1.1
Cc1c(NS(=O)(=O)c2cccc(C(=O)OCC(=O)N(C)C3CCCCC3)c2)c(=O)n(-c2ccccc2)n1C
  12	1596	i	1072	i	-1.6%	1.9	1.4	-0.2	679	-0.49	0.68	-0.16	-0.056	-27	6.1	46	10%	-2.4
O=C(CCC(=O)OCC(=O)c1ccc(C(F)(F)F)cc1)OCC(=O)c1ccc(C(F)(F)F)cc1
  .	1041	i	1326	.	.	.	.	-0.14	663	0.03	-0.62	1.1	0.016	-1	.	60	-6%	0.7
CSc1nnc2c(n1)c(C)nn2-c1ccc(C)cc1
  -1	1288	i	981	i	-1.3%	1.6	3.6	4.3	755	0.44	-1.3	0.73	0.18	7	5.8	18	2%	-0.4
CC(=O)N1CC[n+]2c(-c3ccc(Cl)cc3)csc21
  -12*	1148	i	572	+	-1.2%	1.1	2.5	0.092	760	-0.39	1.3	-2	1.2	2	7.4	58	0%	-1.2
CCOC(=O)CNC(=O)C(CC(N)=O)NC(=O)OC(C)(C)C (stereo unspecified)
  .	1378	i	1167	.	.	.	.	-0.27	697	0.24	-0.82	1.3	-0.45	-2	.	27	0%	-2.8
Cc1ccc(CN2CCN(/N=C/c3ccc(C(F)(F)F)cc3)CC2)c(C)c1
  7	1239	i	997	i	-1.8%	2.6	3.7	-0.23	638	0.01	0.62	-0.21	0.48	-4	4.3	28	-3%	-0.7
CCOc1ccc(NC(=O)CNc2ccc(C)cc2Cl)cc1
  -3	990	i	.	i	-0.7%	1.6	1.6	-0.23	762	-0.88	-1	0.43	-0.4	10	6.3	39	0%	.
N#CC1=C(N)Oc2c(ccc3ccccc23)C1c1ccsc1 (stereo unspecified)
  66	.	i	.	i	-3.7%	37	13	-0.13	.	.	-0.59	0.11	-0.84	.	37	38	6%	.
Cc1cccc(NC(=O)C2CCCN2C(=O)Oc2ccccc2)c1C (stereo unspecified)
  12	1299	i	1104	i	6.3%	2.0	3.6	-0.21	722	0.24	1.3	-0.32	0.6	5	7.9	38	4%	-0.1
Cc1ccc(-c2nnc(OCCN3CCOCC3)c3ccccc23)cc1
  -4	948	i	1091	i	-0.4%	2.8	4.0	0.027	.	-2.4	0.58	-0.55	0.7	.	4.3	59	5%	-1.3
Cc1ccc(NC(=O)CC2Oc3ccccc3NC2=O)c(C)c1 (stereo unspecified)
  4	995	i	.	i	-0.1%	2.0	8.5	-0.23	.	-0.89	0.79	0.37	0.7	.	3.3	43	-13%	.
Cc1ccc(NC(=O)c2ocnc2C)cc1Cl
  1	1653	i	1381	i	-2.9%	1.7	8.8	0.043	.	0.16	-0.62	2.3	-0.04	.	8.0	11	-16%	2.4
CSc1cccc(NC(=O)CSc2ccc(Cl)cc2)c1
  -1	.	i	1214	i	-3.5%	1.4	0.9	-0.018	779	.	0.17	0.23	-0.011	6	6.0	52	-8%	2.6
CCOC(=O)CSc1nnc([C@H](CC(C)C)NC(=O)OC(C)(C)C)o1
  -3	1243	.	1305	i	-1.7%	1.7	3.3	-0.25	707	0	-0.54	0.084	-0.86	14	5.4	.	-1%	-2.1
CCOC1(OCC)N=C(N)C2(C#N)C(c3ccc(NC(C)=O)cc3)C12C#N (stereo unspecified)
  4	1459	i	968	i	-0.3%	2.0	3.8	-0.16	.	-0.41	0.15	-0.46	0.23	.	0.6	19	-13%	-5.4
O=c1c2ccccc2nc(SCc2ccccc2Cl)n1Cc1ccccc1
  18	1552	i	1378	i	2.5%	1.7	1.9	-0.21	.	-0.12	0.35	0.46	0.69	.	7.8	38	0%	-1.2
N#Cc1c(NC(=O)c2cc([N+](=O)[O-])ccc2N2CCOCC2)sc2c1CCCC2
  -21	1085	i	412	i	-1.0%	2.0	3.1	-0.3	569	-0.61	-0.16	0.24	-0.3	-2	4.4	16	-2%	3.7
CCOC(=O)c1cc2n(c1/N=C/N(C)C)-c1ccccc1C2=O
  1	967	i	.	i	3.5%	1.5	3.5	-0.4	.	1.6	-0.49	0.47	-0.055	.	8.5	33	-50%	.
Cc1cccc(-c2noc(CCCC(=O)N3CCOCC3)n2)c1
  -9	953	i	1278	i	-1.6%	1.5	2.2	-0.099	758	-0.52	1.3	0.17	1.4	-4	9.8	17	13%	-1.9
CC1(C)Oc2ccc(C(=O)NC3CCCC3)cc2N(CC(=O)N2CCOCC2)C1=O
  20*	1262	i	905	+	-2.5%	2.1	4.3	-0.2	.	0.64	-0.16	0.37	0.11	.	8.0	43	-5%	-4.5
COc1ccccc1NS(=O)(=O)c1cc(NC(=O)c2ccco2)ccc1N1CCOCC1
  -8	1329	i	1099	i	-1.7%	2.7	4.2	-0.2	715	-1.1	3.6	-1.1	4.3	7	1.2	20	4%	3.2
Cc1ccc(OCCCC(=O)Nc2ccc3c(c2)OCO3)cc1
  .	1111	i	954	.	1.9%	1.6	1.3	-0.21	.	-0.52	-0.72	0.53	-0.067	.	2.7	16	-10%	-8.8
O=C(O)Cc1ccc(S(=O)(=O)Nc2ccccc2C(=O)O)cc1
  15	.	i	1097	i	-1.3%	1.9	2.3	-0.29	714	.	-0.51	1.1	-0.02	5	6.5	28	-6%	0.4
Cc1ccc(C(=O)Nc2ccccc2C(=O)NCc2ccccc2)cc1
  -6	1444	i	1087	i	1.2%	3.4	3.4	0.095	700	-0.36	1.1	-0.75	0.75	27	0.4	55	9%	-4.6
COc1ccc(C(=O)Nc2oc(-c3ccccc3)c(-c3ccccc3)c2C#N)cc1
  -3	1598	i	1295	i	5.1%	1.7	3.1	-0.16	.	-0.67	0.049	-0.6	-0.095	.	2.4	36	23%	0.1
CCCCC1OC23CCCCC2C(C#N)(C#N)C1(C#N)C(=N)O3 (stereo unspecified)
  20	1325	i	448	i	1.7%	1.3	4.1	0.014	684	0.16	-1.5	0.2	-0.95	-2	7.9	18	-39%	2.9
